# High-throughput results: PubChem BioAssay, National Center for Advancing Translational Sciences (NCATS)
# RECQ1 inh = inhibitors of human RECQ1 DNA helicase. P46063. RECQ1 DNA unwinding, red fluorescence kinetic read. Potency, µM (titrated, usually from 57.3 µM), for the others: top-dose activity, negative = inhibition, actives largely listed as inhibitors. actives 0.54% (n = 240,000). AID 2549;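 further: plate controls were vehicle for no effect and no enzyme for full effect; nearly all actives have a fitted effect of over 30% in size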
#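 RECQ1T1 50 nM; forked duplex (20 bp + 30-nt ss tails) 200 nM, ATP 2 mM final; pH 8.0, 2 mM MgCl2, 2.5 ug/ml poly(dI-dC); 15 min compound preincubation; discontinuous kinetic read over 2 h at RT.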
# TRb-SRC2 inh = inhibitors of human thyroid hormone receptor beta-SRC2 interaction; P10828; TRbeta-SRC2 peptide binding, fluorescence polarization; receptor liganded with 1 µM T3; Potency, µM (series often up to 106 µM), for the others: at the top dose activity change, negative = inhibition, usual class: inhibitors; actives 0.065% (n = 280,000); AID 1469;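 further: plate controls were bound peptide for no effect and peptide without receptor for full effect; nearly all actives have a fitted effect of over 50% in size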
# Target sequence (P10828 whole entry, looked up): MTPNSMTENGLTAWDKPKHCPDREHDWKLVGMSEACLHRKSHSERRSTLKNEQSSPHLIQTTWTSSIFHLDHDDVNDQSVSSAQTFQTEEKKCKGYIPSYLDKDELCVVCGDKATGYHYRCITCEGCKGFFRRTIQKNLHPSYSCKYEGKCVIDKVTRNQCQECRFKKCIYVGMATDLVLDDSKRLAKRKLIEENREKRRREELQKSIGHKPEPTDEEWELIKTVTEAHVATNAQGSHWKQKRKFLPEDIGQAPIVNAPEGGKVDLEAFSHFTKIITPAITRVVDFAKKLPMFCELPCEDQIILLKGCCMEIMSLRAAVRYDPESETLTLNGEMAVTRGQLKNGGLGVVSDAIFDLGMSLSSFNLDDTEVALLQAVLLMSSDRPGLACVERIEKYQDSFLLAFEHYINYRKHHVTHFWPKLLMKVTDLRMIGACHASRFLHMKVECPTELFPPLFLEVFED
#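 Assay buffer: 20 mM Tris-HCl, 100 mM NaCl, 10% glycerol, 1 mM EDTA, 0.01% NP-40, 1 mM DTT, 1 uM T3, 5% DMSO; TRb LBD 0.6 uM, Texas Red SRC2 20 nM; FP after 5 hr.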
# SMN2 splice up = SMN2 splice variant enhancement. Potency, µM (series often up to 46.1 µM), without a hit: at the highest dose activity change, positive = activation, usual class: activators. HEK293 SMN2-luciferase splicing reporter, luminescence, 30-36 h. actives 2.8% (n = 210,000); further: % of control where 0% means no effect; nearly all actives have a fitted effect of over 55% in size
#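 HEK293 cells carry an SMN2 […]–luciferase reporter in which exon 7 inclusion puts luciferase in frame. Cells were plated 10-12 h before compound addition, then incubated 30-36 h at 37C. ONE-Glo luminescence was read; sodium butyrate at 4.5 mM final served as control.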
# ALDH1A1 block = inhibitors of human aldehyde dehydrogenase 1A1; Potency, µM (titrated, usually from 75.3 µM), for the others: at the top dose activity, negative = inhibition, hits mostly inhibitors; actives 7.3% (n = 220,000); AID 1030; P00352; Purified ALDH1A1, NADH fluorescence, propionaldehyde substrate; active means well fitted inhibition curve with a large enough effect, not every such curve was filed as active; inconclusive means small, poorly fitted or top-dose-only effect, or another doubt; inactive means no such curve, though single readings can be large or run the other way;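 further: plate controls were no enzyme wells and a reference inhibitor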
# Target sequence (P00352 whole entry, looked up): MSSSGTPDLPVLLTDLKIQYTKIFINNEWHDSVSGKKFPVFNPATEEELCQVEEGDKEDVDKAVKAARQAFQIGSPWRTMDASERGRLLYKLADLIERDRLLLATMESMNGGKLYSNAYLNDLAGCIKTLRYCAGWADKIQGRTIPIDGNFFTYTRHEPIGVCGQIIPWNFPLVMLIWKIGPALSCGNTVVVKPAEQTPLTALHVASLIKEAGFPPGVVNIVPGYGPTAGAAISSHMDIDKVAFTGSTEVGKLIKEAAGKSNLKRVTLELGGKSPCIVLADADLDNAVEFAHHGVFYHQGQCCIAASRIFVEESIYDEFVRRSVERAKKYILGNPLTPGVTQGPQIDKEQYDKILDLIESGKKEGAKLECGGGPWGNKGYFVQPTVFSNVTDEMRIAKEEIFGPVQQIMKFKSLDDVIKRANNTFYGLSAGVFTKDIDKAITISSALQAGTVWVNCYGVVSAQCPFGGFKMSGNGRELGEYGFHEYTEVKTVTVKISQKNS
# JMJD2E inh = blocks human JMJD2E demethylase activity; JMJD2E catalytic domain, FDH-coupled NADH fluorescence (FDH is formaldehyde dehydrogenase); Potency, µM (series often up to 57.1 µM), without a hit: at the top dose activity change, negative = inhibition, usual class: inhibitors; actives 1.6% (n = 230,000); AID 2147; active means well fitted inhibition curve with a large enough effect, not every such curve was filed as active; inconclusive means small, poorly fitted or top-dose-only effect, or another doubt; inactive means no such curve, though single readings can be large or run the other way;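 further: 0% = wells with enzyme and -100% = buffer wells without enzyme; nearly all actives have a fitted effect of over 50% in size; many of its hits are not listed in these tables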
# GoLoco inh red = inhibitors of human Gai1-RGS12 GoLoco interaction (red fluorophore). P63096. Gai1:RGS12 GoLoco peptide FP, rhodamine, 10 min. Potency, µM (titrated, usually from 61.6 µM), for inactives: top-dose activity, negative = inhibition, hits mostly inhibitors. actives 0.44% (n = 230,000). AID 880; active means well fitted inhibition curve with a large enough effect, not every such curve was filed as active; inactive means no such curve, though single readings can be large or run the other way; further: on the % scale 0 is the no-effect control and ±100 the full control effect; nearly all actives have a fitted effect of over 30% in size; many of its hits are not listed in these tables
# Lamin A splicing = modulators of lamin A splicing; HeLa LMNA splicing GFP/RFP minigene ratio, 48 h; Potency, µM (titrated, usually from 46.1 µM), for inactives: top-dose ratio change, negative = inhibition, hits mostly inhibitors; actives 0.01% (n = 200,000); AID 1487; active means well fitted inhibition curve with a large enough effect in the signal ratio, with a control signal flat, not every such curve was filed as active; inconclusive means small, poorly fitted or top-dose-only effect, or effect the other way, or a change in a side signal; the % refers to the signal ratio; further: on the % scale 0 is the no-effect control and ±100 the full control effect
#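 S3 HeLa cells stably expressing lamin A-EGFP splicing minigene plus DsRed2, 600 cells/well, 48 h compound exposure at 37C. Laser-scanning cytometry; analysed as GFP (500-530 nm)/RFP (575-640 nm) total intensity ratio; 0.5% DMSO vehicle.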
# TexasRed fluor = counter-screen for TRb-SRC2 inhibitors: fluorescence interference; TRb/SRC2 Texas Red total fluorescence interference; Potency, µM (series often up to 106 µM), for inactives: at the top dose fluorescence change, negative = quenching; actives 0.29% (n = 280,000); active means well fitted curve in either direction with a large enough effect; inconclusive means small, poorly fitted or top-dose-only effect; further: on the % scale 0 is the no-effect control and ±100 the full control effect
#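 Flags fluorescent or light-absorbing compounds by total fluorescence, S + 2P, at 555 nm excitation and 632 nm emission. Mixture: 20 nM Texas Red SRC2 peptide, 0.6 uM human TRb LBD, 1 uM T3, 5% DMSO; compound exposure 5 h at ambient temperature.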
# Starred values were filed as active, the others as inactive; i = inactive; ? = inconclusive; nt = no result given; [ ] = dose if it differs, or a comment. Unless noted, the call rests on the fitted dose curve; in most records, active means well fitted curve in the direction sought with a large enough effect; inconclusive means small, poorly fitted or top-dose-only effect, or another doubt; inactive means no such curve, though single readings can be large; an effect the other way counts as inactive or inconclusive. Potency means the concentration at half of the fitted maximal effect.
SMILES,RECQ1 inh,TRb-SRC2 inh,SMN2 splice up,ALDH1A1 block,JMJD2E inh,GoLoco inh red,Lamin A splicing,TexasRed fluor
C/C(=C\CO)CCC(C)CCCC(C)CCCC(C)C (stereo not given),-6%,-5%,2%,-16%,1%,-1%,?,1%
O=C(NCCN1CCOCC1)c1ccc(CS(=O)(=O)c2ccc(Cl)cc2)o1,-4%,1%,-11%,3%,0%,-4%,-9%,-1%
CC(C)(C)C1(C)OC(=O)C(=Cc2ccc(OCC(=O)Nc3ccccc3)cc2)C(=O)O1 (stereo not given),i,4%,17%,-12%,-8%,7%,-6%,1%
Nc1nc2ccc([N+](=O)[O-])cc2s1,12%,2%,-5%,?,nt,5%,nt,-3%
Cc1nn(CCCC(=O)NCc2ccc(Cl)cc2)c(C)c1[N+](=O)[O-],1%,11%,-1%,?,1%,4%,-6%,8%
C[C@]12CCC(=O)C=C1[C@@H]1C[C@H]1[C@H]1[C@@H]3[C@@H]4C[C@H]4[C@@]4(CCC(=O)O4)[C@@]3(C)CC[C@@H]12,nt,-2%,nt,nt,nt,-22%,?,-2%
O=C(N/N=C/c1ccccn1)c1cc(-c2ccccc2Cl)n[nH]1,-18%,-4%,-13%,2%,?,24%,-7%[46 µM],-3%
COc1cccc(C(=O)Nc2nc3c(s2)CN(C)CC3)c1,1%,-8%,11%,-3%,-6%,113%[activator],-6%,-1%
Cc1ccc(CNC(=O)CSc2nc3ccsc3c(=O)n2NC(=O)c2ccccc2)cc1,i,-4%,8%,9%,0%,5%,-2%,-1%
COc1cc(NC(=O)c2cccs2)c(C(=O)OCC(=O)NCc2ccco2)cc1OC,8.9µM*,-9%,1%,?,?,-8%,-8%,-6%
CCS(=O)(=O)N1CCC(C(=O)NCc2ccccc2OC)CC1,0%,-7%,-15%,18%,3%,-9%,12%,-1%
Nc1nc(-c2cccnc2)nn1C(=O)Cc1ccccc1,i,-7%,-12%,-2%,-3%,5%,5%,0%

# 2 compounds from above with just JMJD2E inh, GoLoco inh red and RECQ1 inh.
smiles	JMJD2E inh	GoLoco inh red	RECQ1 inh
O=C(NCCN1CCOCC1)c1ccc(CS(=O)(=O)c2ccc(Cl)cc2)o1	0%	-4%	-4%
O=C(N/N=C/c1ccccn1)c1cc(-c2ccccc2Cl)n[nH]1	?	24%	-18%

# (next part)
SMILES,RECQ1 inh,TRb-SRC2 inh,SMN2 splice up,ALDH1A1 block,JMJD2E inh,GoLoco inh red,Lamin A splicing,TexasRed fluor
CC(C)(C)c1cc(C(=O)/C=C/c2ccc(C(=O)O)cc2)cc(C(C)(C)C)c1,i,-8%,-88%[inhibitor],6%,2%,-6%,nt,2%
Fc1ccccc1-c1nc(-c2ccccc2)no1,-6%,3%,11µM*,1%,0%,-2%,-11%,2%
Cc1cc2c(ncn2C)c(NS(=O)(=O)c2cc(Cl)ccc2Cl)c1C,-4%,-1%,1%,9%,2%,-1%,-7%,-3%
CC(=O)Cc1nsc(Nc2ccc3c(c2)OCCO3)n1,9%,-22%,13µM*,3.2µM*,0%,-8%,9%,-5%
CCCCc1ccc(NC(=O)C(=O)NCCN2CCN(Cc3ccc([N+](=O)[O-])cc3)CC2)cc1,i,0%,-77%[inhibitor],-1%,6%,7%,nt,-2%
CC(=O)/C(N=Nc1cc(C)ccc1O)=C(\C)O,-2%,2%,nt,2µM*,-9%,62%[activator],nt,0%
O=C1OCCC1Sc1nnc(-c2ccccc2Br)n1Cc1ccccc1 (stereo not given),1%,5%,?,1%,7%,2%,5%,-3%
CCSc1nc2ccc(OC)cc2cc1C#N,-1%,-8%,-6%,-5%,?,3%,8%,1%
NC(=O)Nn1c(CCC(=O)O)ccc1-c1ccc(F)cc1,0%,-4%,15%,?,?,-9%,-12%,2%
Cc1ccc2nc(-c3ccncc3)c(Nc3ccccc3)n2c1,-5%,2%,18µM*,?,?,4%,0%,-2%
CN1C(C(=O)NCc2ccccc2)CC2Cn3c(nc4cc(Cl)c(Cl)cc43)C21 (stereo not given),-11%,-8%,nt,nt,15%,12%,nt,-1%
CN1CCN(c2cc3c(c4c2[nH]c2ccccc24)C(=O)CC(C)(C)C3)CC1,-1%,-8%,-10%,?,?,10%,-15%,-5%
Cc1cccc(C)c1C(=NCCCN(C)C)c1ccccc1,-15%,-3%[53 µM],4%,5%,3%,16%,-3%,-1%[53 µM]
Cc1ccc(NC(=O)CN(C)S(=O)(=O)c2cccc3nsnc23)cc1Cl,-7%,-5%,-21%,9%,-2%,5%,?,-3%
Cc1cc(C)n2nc3nc4c(cc3c2n1)CCCC4,0%,-9%,-5%,?,?,6%,0%,-2%
Cc1ccc(CSCCNS(=O)(=O)c2ccccc2)cc1,-11%,5%,-19%,?,-5%,-4%,-11%,3%
O=C(O)c1cc(-c2ccco2)nc2cc3ccccc3cc12,28µM*,-7%,nt,nt,?,-10%,nt,-1%
CC(C)(C)OC(=O)NCCc1nnc(SCc2ccc(Cl)cc2)o1,i,-5%,0%,-13%,2%,8%,?,0%
CS(=O)(=O)N1CCN(c2ccc([N+](=O)[O-])c(NCc3ccccc3)c2)CC1,-13%,-18%,-10%,-11%,1%,4%,16%,1%
Cc1cc2nc(CS)[nH]c2cc1C,2%,-8%,nt,nt,317%,14%,nt,0%
c1ccc(-c2cc(N3CCCCC3)ncn2)cc1,?,-7%,10µM*,-11%,-11%,0%,10%,3%
NCCC[C@@H](CC(=O)N[C@@H]1CCCC[C@H]1C(=O)N[C@H](CC(=O)N[C@@H](CCC(=O)O)CC(=O)O)Cc1ccccc1)NC(=O)C[C@H](Cc1ccccc1)NC(=O)[C@@H]1CCCC[C@H]1N,1%,-2%,-3%,6%,0%,1%,nt,-1%
O=C(OCc1nnc(-c2ccccc2)o1)C1CC(=O)N(Cc2ccco2)C1 (stereo not given),0%,0%,6%,15µM*,5%,-1%,-3%[46 µM],-2%
CSc1ccc(CNCC(O)c2ccccc2)cc1 (stereo not given),7%,-4%,-2%,0%,-5%,7%,nt,-1%
CCCCNc1ccc(C(=O)Nc2cccc(C)n2)cc1[N+](=O)[O-],-13%,-16%,?,1%,3%,-3%,1%,0%
c1ccc(-n2ncc3c(N4CCN(CCOc5cccc6ccccc56)CC4)ncnc32)cc1,i,-1%,-18%,?,?,4%,9%,0%
COCCn1cnnc1SCC(=O)Nc1ccc(Br)cc1F,-2%,2%,-4%,13µM*,11%,-9%,nt,0%
Cc1cc(C)n2nc(SCc3cc(=O)oc4cc(O)ccc34)nc2n1,?,8%,?,?,?,4%,-16%,-3%
O=C(O)CSc1nc2ccc(Cl)cc2[nH]1,-17%,-1%,15%,-5%,7%,12%,6%,1%
CC(Oc1ccc(Br)cc1)C(=O)Nn1c(=S)[nH]c2ncccc2c1=O (stereo not given),i,-5%,24%,0%,2%,8%,-10%,-2%
Cc1nnc(SCCN2CCOCC2)n1-c1cccc(Cl)c1,i,-1%,37%,?,?,-1%,-7%,3%
COc1ccc(/C=N/NC(=O)CNC(=O)COc2ccccc2)cc1,-4%,-18%,5%,-2%,0%,2%,-7%,1%
COc1ccc(/C=C/c2ccccc2)cc1[C@H]1[C@H]2C=CC[C@@H](C)[C@@H]2C(=O)N1Cc1ccccc1,-2%,-6%,nt,nt,?,7%,nt,-1%
CC(C)(C)NC(=O)C(c1ccco1)N(Cc1ccc2c(c1)OCO2)C(=O)Cn1nnc2ccccc21 (stereo not given),-4%,11%,nt,-8%,0%,9%,?,2%
Nc1nc(-c2cccnc2)nc2sc3c(c12)CCCC3,i,-5%,11µM*,-6%,?,17%,17%[46 µM],-2%
Cc1cccc(OCc2nnc(SCC(=O)N3CCN(C(=O)c4ccco4)CC3)n2C)c1C,-9%,-9%,nt,?,1%,nt,11%,-3%
Cc1ccc(Cl)cc1OCC(=O)NCCOC(=O)Nc1sc(=S)n(C)c1C,2%,-7%,-32%[inhibitor],-6%,2%,-9%,?,-1%
Cc1ccc(CN2CCNC(=O)C2CC(=O)NCC(F)(F)F)o1 (stereo not given),13%,4%[53 µM],nt,-6%,-3%,-2%,nt,-3%[53 µM]
COC(=O)C1(C)NC(c2cccs2)C2C(=O)N(c3ccc(F)cc3)C(=O)C21 (stereo not given),-8%,-7%,-3%,5%,-1%,9%,-4%,-1%
COc1cccc(-c2nnc(SCC(=O)NCc3ccc4c(c3)OCO4)n2Cc2ccco2)c1,-3%,4%,-15%,?,3%,14%,11%,-2%
Cc1cccc(C)c1-n1cccc1/C=C1/C(=N)N2C(=NC1=O)SN=C2S(C)(=O)=O,-21%,-1%,-37%[inhibitor],?,-11%,4%,3%[46 µM],0%
N#Cc1ccc(COC(=O)C2CCC(=O)N2)cc1 (stereo not given),-14%,5%,-8%,6%,5%,0%,10%,-3%
CCn1cnc2cc(NCc3nc4ccccc4n3Cc3ccccc3)ccc21,-4%,1%,?,-8%,?,-2%,-2%,-10%
O=C(Nc1ccon1)c1ccccc1F,-4%,0%,?,1%,-8%,6%,12%,1%
O=S(=O)(NC1CCCC1)c1cccc(-c2nnc(-c3ccccc3)o2)c1,-14%,-4%,-16%,?,?,25%,-17%,-5%
COc1ccc(NC(=O)C2=C(C)Nc3ncnn3C2c2ccccc2C(F)(F)F)c(OC)c1 (stereo not given),1%,8%,-7%,?,?,8%,13%,-1%
Cc1nc(N2CCCCC2)c2c(C)c(C(=O)Nc3cccc(C(F)(F)F)c3)sc2n1,-5%,0%,-97%[inhibitor],?,?,4%,nt,1%
COC(=O)C1=C(C)NC(C)=C(C(=O)OC)C1C(=O)OCC(=O)Nc1ccc(C(C)=O)cc1,i,-2%,4%,-17%,?,4%,nt,-1%

# A portion of the library (hit frequency here may not be typical).
